MsrA act: bovine MsrA enzyme activators, primary screen, biochemical, absorbance, HTS | purified bovine MsrA, absorbance read-out | Methionine sulfoxide reductase A (Bos taurus) | hit rate 0.3% among 360,000 | activation, % at 10.6 µM | AID 602163, 2012; in the data active = activation above about 7.5%;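 also: 0% = vehicle and 100% = reference activator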
FAS-TE inh: FAS thioesterase domain inhibitors, primary screen, biochemical, fluorescence intensity, uHTS. inhibition, % at 15 µM. AID 602261, 2012. recombinant FAS-TE, OMFH fluorogenic substrate, fluorescence endpoint. hit rate 0.67% among 360,000;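 active = compounds whose normalised, plate-corrected inhibition of enzyme fluorescence in the single-dose primary screen is 50% or more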;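 also: 0% = DMSO with enzyme and 100% = substrate without enzyme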
MsrA inhibitor: bovine MsrA enzyme inhibitors, primary screen, biochemical, absorbance, HTS; hit rate 0.75% among 360,000; purified bovine MsrA, absorbance read-out; Methionine sulfoxide reductase A (Bos taurus); inhibition, % at 15.5 µM; in the data active = inhibition above about 4.5%;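 also: 0% = vehicle wells with enzyme and 100% = reference inhibitor wells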
CSN inh: inhibitors of CSN-mediated cullin deneddylation, primary screen, biochemical, fluorescence polarization, uHTS | COP9 signalosome complex subunit 5 (Homo sapiens), Q92905 | Purified CSN, SCF-Nedd8-OG deneddylation | inhibition, % at 12.5 µM | hit rate 0.38% among 360,000;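 active = pattern-corrected inhibition above about 35%, with an unprinted fluorescence ratio check between 0.5 and 1.5, limit read from the data, passing the limit was not always enough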;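 also: 0% = enzyme with substrate and 100% = substrate without enzyme; some results filed as inactive read as strong as hits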
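Schedule: reaction 90 min, room temperature / Assay system: HEK293T-derived human Csn5 enzyme / Input: Csn5 at 0.24 nM final / Measure: inhibition of Csn5 cleavage, % / Control set: substrate-only high control, full reaction low control / Technique: fluorescence polarization of the substrate / Buffer or medium: Tris/NaCl/DTT buffer, pH 7.5 / Reagent: SCFSkp2-Nedd8OG substrate at 10 nM final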
TbMetRS inhib: T. brucei MetRS inhibitors, primary screen, biochemical, luminescence. AID 624268, 2012. inhibition, % at 11.9 µM. hit rate 0.4% among 360,000. purified T. brucei MetRS, ATP depletion, Kinase-Glo luminescence. methionyl-tRNA synthetase (Trypanosoma brucei brucei);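 active = inhibition above a per-plate cutoff of the control wells' mean inhibition plus 3 SD, cut at about 5.5% in these data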;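 also: 0% = DMSO wells median and 100% = median of wells with control inhibitor compound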
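Dosing: 11.9 µM compound single dose, 0.9% DMSO; Assay system: purified T. brucei MetRS enzyme; Measured by: Kinase-Glo luciferase luminescence reporting remaining unconsumed ATP; Schedule: 15 min plus 2 h at 25 °C.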
MLLE-PAM2 inh: inhibitors of PABP1 MLLE–PAM2 peptide binding, primary screen, biochemical, fluorescence polarization, FITC-PAM2, GST-MLLE; inhibition, % at 20 µM; hit rate 0.36% among 360,000; AID 588489, 2011; in the data active = inhibition above about 35%, passing the limit was not always enough;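 also: plate controls were DMSO wells with GST-MLLE for no effect and wells lacking GST-MLLE protein for full effect; some results filed as inactive read as strong as hits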
Neddylation inh: inhibitors of cullin neddylation, primary screen, biochemical, TR-FRET, uHTS, NAE and Ubc12; NEDD8-conjugating enzyme Ubc12 (Homo sapiens) + NEDD8-activating enzyme E1 regulatory …; calls only at 25 µM; hit rate 0.58% among 360,000; in the data active = inhibition above about 36%
Rin1-Abl PPI inh: inhibitors of Rin1-Abl protein binding, primary screen, biochemical, TR-FRET. Tyrosine-protein kinase ABL1 (Homo sapiens) + Ras and Rab interactor 1 (Homo sapiens), …. AID 588664, 2011. hit rate 0.4% among 360,000. inhibition, % at 7.35 µM; in the data active = inhibition above about 5%, passing the limit was not always enough
Target sequence (P00519 whole entry, looked up): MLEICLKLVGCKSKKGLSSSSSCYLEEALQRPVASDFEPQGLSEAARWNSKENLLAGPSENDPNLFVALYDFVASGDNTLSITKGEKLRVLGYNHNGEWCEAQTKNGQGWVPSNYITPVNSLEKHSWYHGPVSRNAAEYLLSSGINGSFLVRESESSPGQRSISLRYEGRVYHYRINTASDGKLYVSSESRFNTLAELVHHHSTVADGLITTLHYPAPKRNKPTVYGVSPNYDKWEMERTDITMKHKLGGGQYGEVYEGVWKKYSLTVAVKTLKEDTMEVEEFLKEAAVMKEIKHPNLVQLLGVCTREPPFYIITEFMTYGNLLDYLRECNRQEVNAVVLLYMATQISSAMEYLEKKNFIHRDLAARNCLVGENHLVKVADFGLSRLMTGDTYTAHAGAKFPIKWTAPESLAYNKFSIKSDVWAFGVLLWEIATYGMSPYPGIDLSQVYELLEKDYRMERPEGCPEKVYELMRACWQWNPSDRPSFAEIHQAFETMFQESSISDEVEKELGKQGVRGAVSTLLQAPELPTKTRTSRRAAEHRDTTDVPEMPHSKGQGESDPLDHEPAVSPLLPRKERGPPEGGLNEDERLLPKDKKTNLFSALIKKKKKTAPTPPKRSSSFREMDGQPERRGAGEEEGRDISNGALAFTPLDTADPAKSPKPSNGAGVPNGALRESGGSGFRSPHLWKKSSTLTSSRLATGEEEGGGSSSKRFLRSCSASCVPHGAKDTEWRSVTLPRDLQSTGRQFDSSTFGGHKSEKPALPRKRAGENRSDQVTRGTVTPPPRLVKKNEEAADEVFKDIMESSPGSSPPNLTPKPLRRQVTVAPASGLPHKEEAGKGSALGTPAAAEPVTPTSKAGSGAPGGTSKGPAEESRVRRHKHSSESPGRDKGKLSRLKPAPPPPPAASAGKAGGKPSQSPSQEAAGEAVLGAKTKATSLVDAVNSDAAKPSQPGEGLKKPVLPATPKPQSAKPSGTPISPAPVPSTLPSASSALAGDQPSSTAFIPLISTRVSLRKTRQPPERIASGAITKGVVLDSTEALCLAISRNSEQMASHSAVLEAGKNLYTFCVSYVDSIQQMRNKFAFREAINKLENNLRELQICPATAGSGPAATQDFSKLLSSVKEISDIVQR
Target sequence (Q13671 whole entry, looked up): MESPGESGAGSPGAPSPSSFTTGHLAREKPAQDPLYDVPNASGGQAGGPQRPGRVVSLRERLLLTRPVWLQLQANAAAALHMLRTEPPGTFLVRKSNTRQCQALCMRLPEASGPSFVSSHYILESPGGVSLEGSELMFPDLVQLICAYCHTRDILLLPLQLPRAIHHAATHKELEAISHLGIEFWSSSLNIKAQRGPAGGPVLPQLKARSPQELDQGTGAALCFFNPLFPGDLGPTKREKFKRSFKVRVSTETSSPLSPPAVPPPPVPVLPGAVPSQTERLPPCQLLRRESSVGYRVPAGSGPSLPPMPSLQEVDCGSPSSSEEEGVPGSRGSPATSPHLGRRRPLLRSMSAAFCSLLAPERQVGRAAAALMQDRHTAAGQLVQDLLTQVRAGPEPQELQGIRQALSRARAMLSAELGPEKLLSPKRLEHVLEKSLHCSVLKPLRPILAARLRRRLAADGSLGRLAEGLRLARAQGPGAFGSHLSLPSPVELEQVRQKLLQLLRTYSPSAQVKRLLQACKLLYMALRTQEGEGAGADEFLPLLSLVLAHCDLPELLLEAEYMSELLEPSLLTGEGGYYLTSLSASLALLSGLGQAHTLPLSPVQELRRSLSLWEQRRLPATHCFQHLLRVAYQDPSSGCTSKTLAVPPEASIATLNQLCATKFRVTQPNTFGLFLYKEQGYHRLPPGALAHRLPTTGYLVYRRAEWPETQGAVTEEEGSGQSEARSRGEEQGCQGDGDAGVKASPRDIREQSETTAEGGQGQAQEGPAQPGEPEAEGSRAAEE
E coli Lon inh: inhibitors of E. coli Lon protease, primary screen, biochemical, fluorescence polarization. inhibition, % at 7.94 µM. AID 602123, 2011. hit rate 0.42% among 360,000. purified E. coli Lon protease. P0A9M0; in the data active = inhibition above about 13%, passing the limit was not always enough;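 also: 0% = enzyme with probe and DMSO and 100% = no enzyme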
* = called active by the depositor; i = inactive; x = no result given. Rows were taken by chance. Share with any hit: about 4%.

The line under a structure holds: MsrA act	FAS-TE inh	MsrA inhibitor	CSN inh	TbMetRS inhib	MLLE-PAM2 inh	Neddylation inh	Rin1-Abl PPI inh	E coli Lon inh
O=C1/C(=C/c2ccc(O)c(O)c2)SC(=S)N1Nc1ccccc1
    -5.0	19.4	x	54.0*	-0.2	-124.1	i	5.4	-53.5
CCc1ccc(/C=N/Nc2nn[nH]n2)cc1
    1.6	-2.7	1.2	-10.8	-0.7	2.4	i	2.6	-1.5
CCOc1c(Cl)cc(/C=N/O)cc1OC
    -1.2	-0.4	-1.2	-0.1	-0.8	-7.4	i	-3.0	-5.8
CCOC(=O)c1sc(Nc2nc(C)cc(C)n2)nc1C
    -5.3	-0.5	-1.4	-1.0	0.9	-4.5	i	2.5	-4.3
CCCc1cc(=O)oc2cc(C)cc(OCC(=O)N3CCC(C(=O)O)CC3)c12
    -5.4	-4.4	1.0	4.6	-1.6	-3.3	x	-1.6	-2.6
COc1ccc(-c2nc3ccc(Cl)cn3c2Cc2cccc(Cl)c2)cc1OC
    -0.8	3.4	2.2	0.6	0.0	-12.8	i	0.6	-20.8
COc1cc(C(=O)N(c2ccc(C)c(C)c2)C2C=CS(=O)(=O)C2)cc(OC)c1OC (stereo not drawn)
    -1.4	-3.1	-0.5	2.7	-0.7	0.6	i	-5.3	5.0
NC(=O)C1CCN(Cc2nc3ccccc3c(=O)[nH]2)CC1
    4.6	-5.3	0.2	9.9	-0.1	0.9	i	-0.7	3.4
COc1ccc(/C=C2\CCn3c2nc2ccccc2c3=O)cc1OC
    -5.0	7.7	x	1.4	-0.2	12.4	i	1.1	-7.1
COC(=O)c1ccc(/C=N\NC(=O)CC(=O)NCCc2ccccc2)cc1
    -2.7	-6.3	-1.0	-2.1	-0.5	-3.2	i	1.2	-8.4
O=C(CNC(=O)c1cccnc1)N/N=C/c1cc(Br)c(O)c(Br)c1
    -6.9	0.1	8.8*	-2.5	-0.3	-3.0	i	0.3	-8.1
Oc1cccc(C(O)CNCc2ccc(OCc3ccc(Cl)cc3Cl)cc2)c1 (stereo not drawn)
    -2.9	-11.5	-0.5	-0.9	2.1	0.6	i	0.5	-4.8
O=C(CCc1nnc(Cc2c[nH]c3ccccc23)o1)NCCC1CCCCO1 (stereo not drawn)
    -7.3	-9.6	0.6	4.8	-0.1	-4.1	i	0.6	-4.2
COC(=O)C1=C(C)NC(=O)CC1c1cccc(Cl)c1Cl (stereo not drawn)
    -2.0	-1.6	0.3	2.9	-0.6	3.8	i	-2.5	-7.2
Cc1noc(C)c1COc1ccc(C(=O)NNC(=O)c2ccccc2O)cc1
    -1.5	1.4	2.5	0.1	-0.1	9.0	i	-0.7	-2.5
CCOc1ccc2[nH]c(=O)c(CN(CCOC)C(=O)N3CCOCC3)cc2c1
    -2.9	-6.2	1.1	0.7	1.0	-0.5	i	-0.1	-8.2
Cc1nc2ccc(C(=O)NCc3ccc4c(c3)OCO4)cc2s1
    -1.4	-2.2	0.7	0.6	-0.3	7.3	i	1.4	2.8
Cc1ccc(CCNC(=O)c2cc(-c3ccncc3)nc3ccc(S(=O)(=O)N4CCOCC4)cc23)cc1
    -10.1	-3.6	-0.3	1.5	-0.5	-6.0	i	-1.0	3.2
COc1ccc(C(=O)CSc2nnc(-c3cccs3)n2-c2ccccc2)cc1
    2.1	-6.9	1.3	-1.1	-1.5	-47.7	i	-2.2	4.2
CCCn1c(N)c(C(=O)COC(=O)CCS(=O)(=O)c2ccc(C)cc2)c(=O)[nH]c1=O
    -7.3	-4.7	-0.3	-1.2	-0.3	-8.0	i	0.3	-5.0
COc1ccc(C2CC(O)(C(C)(C)O)NO2)cc1 (stereo not drawn)
    -3.1	-3.0	2.1	3.0	0.1	-11.4	i	2.6	-6.2
COc1ccc(C(=O)NCC(=O)N/N=C/c2c(C)[nH]c3ccccc23)cc1OC
    1.2	-6.0	0.5	2.8	0.0	-7.3	i	3.8	-2.0
Cc1ccc(NC(=O)c2cc(NC(=O)C3CC=CCC3C(=O)O)ccc2N2CCOCC2)cc1Cl (stereo not drawn)
    -2.3	-4.6	0.9	-4.0	0.8	10.4	x	3.1	-0.1
COC(=O)c1ccc(OCCOc2ccccc2)cc1
    -2.6	3.9	0.3	-5.7	-1.4	3.3	i	-1.7	-8.8
COc1ccc(NC(=O)C2CCCN2C(=O)OCc2ccccc2)c(OC)c1 (stereo not drawn)
    -1.4	-2.3	0.6	0.5	-0.8	-0.2	i	-0.7	3.9
CCn1c(O)c(N=NC(=O)CNc2cccc(C)c2)c2ccccc21
    -3.4	13.1	0.6	7.1	-0.1	4.8	i	0.1	-1.2
CCOC(=O)c1[nH]c2ccc(OC)cc2c1NC(=S)N1CCN(c2ccccc2)CC1
    -3.6	7.1	0.2	-8.8	0.1	-54.5	i	1.0	5.5
COc1cc(Br)c(CC(=O)NNC(=O)c2ccc(F)cc2)cc1OC
    -3.5	-4.1	-1.1	-1.5	-0.1	-1.6	i	4.0	-13.2
CCOC(=O)C1CCCN(C(=O)c2cc3cc(Br)ccc3oc2=O)C1 (stereo not drawn)
    -1.9	1.4	1.6	-2.9	0.2	2.2	i	-3.5	-3.9
CN1CCN(c2ncnc3sc(-c4ccccc4)cc23)CC1
    -3.6	-4.6	1.2	2.6	-0.5	-12.1	i	-5.8	-7.1
CC(=O)N1CCN(S(=O)(=O)c2ccc(C)cc2)C1c1ccc(N(C)C)cc1 (stereo not drawn)
    -0.4	-1.3	-0.4	-3.0	-1.3	-1.1	i	-0.3	3.7
CN1CCN(C(CNS(=O)(=O)c2ccc(Br)cc2)c2ccc3c(c2)OCO3)CC1 (stereo not drawn)
    -10.4	6.2	-0.4	-3.8	-0.1	1.3	i	1.5	6.6
CCC(C)C1(C2CCCC2)NC(=O)NC1=O (stereo not drawn)
    0.9	-3.2	0.8	3.8	-0.2	-6.5	i	-0.3	4.2
Cn1c(N)c(C(=O)COC(=O)COc2ccccc2C#N)c(=O)n(C)c1=O
    -5.6	-1.5	2.0	7.6	-0.5	-7.0	i	-0.3	-2.8
CCOC(=O)C(NC(=O)c1ccccc1)(Nc1nnc(C)s1)C(F)(F)F (stereo not drawn)
    -7.1	-5.6	0.0	-1.2	-1.1	-11.7	i	4.0	3.0
CCSc1nnc(NC(=O)CC(C)C)s1
    0.8	-6.0	-0.2	12.6	0.0	-5.0	i	3.6	-7.1
CN1CCN(C(=O)c2ccc(COc3cc(Cl)ccc3Cl)o2)CC1
    -10.6	0.5	-0.9	-5.8	-0.6	16.4	i	1.1	7.2
CCC1(c2ccc(F)cc2)NC(=O)N(CC(=O)Nc2cccc(S(=O)(=O)N3CCOCC3)c2)C1=O (stereo not drawn)
    -5.3	3.2	-0.6	-2.5	-0.1	-7.1	i	2.7	-10.5
COc1ccc(/C=C/C(=O)N2CCN(S(=O)(=O)/C=C/c3ccccc3)CC2)cc1OC
    -3.1	-15.2	-0.1	-13.7	-0.2	-2.6	i	-21.2	-7.2
N=c1n(CC(=O)c2ccc(Br)cc2)c2ccccc2n1Cc1ccccc1
    1.4	16.7	1.0	1.8	-0.2	15.1	i	-1.6	-0.6
Cc1onc(-c2ccccc2Cl)c1C(=O)NNC(=O)C1CCN(Cc2ccccc2)CC1
    -1.6	-4.8	-0.2	11.8	0.0	10.7	i	-0.3	-11.1
O=C(Nc1ccc(NC(=O)c2ccccc2F)cn1)c1ccco1
    -0.8	-1.6	1.6	-1.4	-1.1	-2.0	i	0.3	-0.5
COc1cccc(CNC(=O)C2CSC3(C)CCC(=O)N23)c1 (stereo not drawn)
    0.1	-9.9	-0.7	14.8	-0.3	-20.9	i	-0.7	-58.8
CC(CNC(=O)COc1ccccc1)OC(=O)Nc1ccc(Cl)c(Cl)c1 (stereo not drawn)
    -10.6	17.0	0.4	-8.3	-0.9	-3.7	i	-0.1	2.4
C/C(=N\NC(=O)c1cccc(N/N=C(\C)c2cc(O)ccc2O)c1)c1cc(O)ccc1O
    -7.5	13.2	-0.7	3.5	0.5	17.8	i	-0.4	5.8
CN(CC(=O)Nc1c(Cl)cccc1Cl)C(=O)CCc1nc2sc3c(c2c(=O)[nH]1)CCCC3
    -3.3	-1.4	1.5	12.5	-0.4	-33.4	i	0.9	-20.8
Cc1ccc2nc(-c3ccc(SCC(=O)O)nc3)[nH]c2c1
    -12.7	-12.0	8.9*	-1.0	10.2*	7.7	x	-0.4	-1.5
Cc1ccc(NC(=O)COc2ccc3oc4c(c3c2)CCCC4)nc1
    -6.4	-5.7	-1.4	0.9	-1.0	3.9	i	0.5	-4.9
O=C(Nc1ccc(Br)c(C(F)(F)F)c1)c1ccccc1
    -2.3	42.2	0.5	-15.3	0.6	7.9	i	5.5	-1.5
CCOC(=O)COc1nc(N(C)C)nc(N(C)C)n1
    -3.2	-8.7	0.3	-3.8	-0.9	-5.0	i	1.1	-12.2
Cc1nnc(NC(=O)CSc2nnc(C)n2-c2ccc(F)cc2)s1
    -2.7	-6.9	-0.1	-2.2	-0.2	-2.7	i	1.1	-0.1
COc1ccc(-c2nnc(NC(=O)C3CCCO3)s2)cc1 (stereo not drawn)
    -1.2	-4.4	0.5	0.3	0.9	10.7	i	1.6	3.1
CC(=O)C1=C(O)C(=O)N(Cc2ccco2)C1c1ccccc1 (stereo not drawn)
    -4.3	-10.9	1.5	2.7	-0.5	-2.9	i	0.5	-2.0
Cc1cc(CNC(=O)COc2cc(F)ccc2[N+](=O)[O-])c2ccccc2n1
    -0.6	-1.6	1.0	-0.6	-0.9	11.6	i	-1.9	-8.2
CS(=O)(=O)c1ccc(-c2sc3ccccc3c2C#CCCO)cc1
    -1.8	20.3	1.0	-7.2	0.1	-14.6	i	3.1	6.7

High-throughput results (PubChem)
